TcdB inh = blocks C. difficile toxin B glycohydrolase activity | P18177 | TcdB glycohydrolase enzymatic assay, plate reader | inhibition, % at 9.99 µM | hit rate 0.24% among 350,000; in the data active means inhibition above about 10%
* = called active by the depositor. An excerpt, so the mix of outcomes need not match the whole.

Compound | TcdB inh
C[C@@H]1CN([C@H](C)CO)C(=O)Cc2cc(NC(=O)Cn3cnnn3)ccc2O[C@H]1CN(C)CC1CCCCC1 | -0.1
COCC(=O)N1[C@@H](C#N)[C@H](c2ccc(C#CCC3CCCC3)cc2)[C@@H]1CO | 0.6
Cc1noc(C)c1NC(=O)Nc1ccc2c(c1)C(=O)N([C@@H](C)CO)C[C@@H](C)[C@@H](CN(C)Cc1ccncc1)O2 | 0.2
C[C@H](CO)N1C[C@H](C)[C@H](CN(C)S(=O)(=O)c2cn(C)cn2)Oc2c(NS(=O)(=O)c3ccc(F)cc3)cccc2C1=O | -0.2
CCCNC(=O)Nc1ccc2c(c1)C(=O)N(C)C[C@H](OC)[C@H](C)CN(C(=O)C1CC1)[C@@H](C)CO2 | -0.7
CO[C@H]1CN(C)C(=O)c2ccc(NC(=O)C3CCCC3)cc2OC[C@H](C)N(CCC(F)(F)F)C[C@@H]1C | 0.4
Cc1cccc(-c2ccc([C@@H]3[C@H]4CN(S(=O)(=O)c5cccc(F)c5)CC(=O)N4[C@H]3CO)cc2)c1 | 0.2
C[C@@H]1CN([C@H](C)CO)S(=O)(=O)c2ccc(-c3cccnc3)cc2O[C@H]1CN(C)Cc1ccccn1 | -12
C[C@@H]1CN([C@H](C)CO)C(=O)c2cccc(NC(=O)c3cnccn3)c2O[C@@H]1CN(C)C(=O)Nc1ccccc1 | 0.8
CO[C@H]1CN(C)C(=O)c2cc(NC(=O)NC3CCCCC3)ccc2OC[C@@H](C)N(CC2CC2)C[C@@H]1C | -0.3

Next section; it opens with the 6 that closed the last part.
Compound | TcdB inh
CCCNC(=O)Nc1ccc2c(c1)C(=O)N(C)C[C@H](OC)[C@H](C)CN(C(=O)C1CC1)[C@@H](C)CO2 | -0.7
CO[C@H]1CN(C)C(=O)c2ccc(NC(=O)C3CCCC3)cc2OC[C@H](C)N(CCC(F)(F)F)C[C@@H]1C | 0.4
Cc1cccc(-c2ccc([C@@H]3[C@H]4CN(S(=O)(=O)c5cccc(F)c5)CC(=O)N4[C@H]3CO)cc2)c1 | 0.2
C[C@@H]1CN([C@H](C)CO)S(=O)(=O)c2ccc(-c3cccnc3)cc2O[C@H]1CN(C)Cc1ccccn1 | -12
C[C@@H]1CN([C@H](C)CO)C(=O)c2cccc(NC(=O)c3cnccn3)c2O[C@@H]1CN(C)C(=O)Nc1ccccc1 | 0.8
CO[C@H]1CN(C)C(=O)c2cc(NC(=O)NC3CCCCC3)ccc2OC[C@@H](C)N(CC2CC2)C[C@@H]1C | -0.3
CCC(=O)N(CC)C[C@H]1[C@H](c2ccccc2)[C@@H](CO)N1C(=O)C1CCC1 | -1.7
C[C@H]1CN([C@@H](C)CO)S(=O)(=O)c2ccc(C#CC3CC3)cc2O[C@H]1CN(C)Cc1cccnc1 | 0.5
COc1ccc(NC(=O)N(C)C[C@@H]2Oc3cc(C#CCC(C)C)ccc3S(=O)(=O)N([C@@H](C)CO)C[C@@H]2C)cc1 | -0.5
COc1ccc(NC(=O)O[C@H](c2ccc(OC)c(O)c2)[C@@H](CCO)OC)cc1 | -0.6
CC=Cc1ccc2n(c1=O)C[C@@H]1[C@@H](CO)[C@H](C(=O)NCC3CC3)[C@H]2N1Cc1ccccc1OC (mixture of isomers) | -1.4
C[C@@H]1CCCCO[C@H](CN(C)C(=O)CCC(F)(F)F)[C@@H](C)CN([C@H](C)CO)C(=O)c2cc(NS(=O)(=O)c3ccc(Cl)cc3)ccc2O1 | 2.4
COc1ccc(S(=O)(=O)N(C)C[C@@H]2OCCCC[C@H](C)Oc3ccc(NS(=O)(=O)c4ccc(F)cc4)cc3C(=O)N([C@H](C)CO)C[C@@H]2C)cc1 | -0.1
Cc1ccc(S(=O)(=O)Nc2cccc3c2O[C@H](CN(C)C(=O)NC2CCCCC2)[C@H](C)CN([C@H](C)CO)C3=O)cc1 | 1.5
O=C(C[C@@H]1CC[C@H](NC(=O)Nc2cc(F)ccc2F)[C@@H](CO)O1)NCCCN1CCOCC1 | -1.0
CCC(=O)N(C)C[C@H]1Oc2cc(-c3ccc(C)cc3)ccc2S(=O)(=O)N([C@H](C)CO)C[C@H]1C | -0.2
O=C(C1=C[C@@H](c2csc3ccccc23)C[C@@H](OCCCCO)O1)N1CCCCCCC1 | -7.4
CC(C)NC(=O)N(C)C[C@@H]1Oc2c(NC(=O)NC3CCCCC3)cccc2C(=O)N([C@H](C)CO)C[C@@H]1C | 1.6
COc1cccc(NC(=O)N[C@@H]2C=C[C@H](CC(=O)N3CCN(C)CC3)O[C@H]2CO)c1 | 0.7
COc1cccc(-c2ccc3c(c2)O[C@H](CN(C)C(=O)C2CCCCC2)[C@@H](C)CN([C@H](C)CO)S3(=O)=O)c1 | 0.8
COc1cccc(-c2ccc3n(c2=O)C[C@H]2[C@H](CO)[C@@H](C(=O)N(C)C)N(C(=O)C4CC4)[C@@H]32)c1 | 0.2
O=C(c1cccc(F)c1)N1CCCCN2[C@H](CO)[C@@H](c3ccc(-c4cccnc4)cc3)[C@H]2C1 | 0.8
CC(C)NC(=O)N(C)C[C@@H]1OCc2ccccc2-c2c(n(C)c3ccccc23)C(=O)N([C@@H](C)CO)C[C@H]1C | 2.5
N#C[C@@H]1[C@H](c2ccc(-c3ccccc3F)cc2)[C@H](CO)N1C(=O)C1CC1 | 0.2
C[C@@H]1CN([C@@H](C)CO)C(=O)c2cc(NS(=O)(=O)c3cn(C)cn3)ccc2O[C@@H]1CN(C)S(=O)(=O)c1ccccc1 | 0.1
C[C@H]1CN([C@@H](C)CO)C(=O)c2cc(NC(=O)Cc3ccccc3)ccc2O[C@@H]1CN(C)S(C)(=O)=O | -0.5
COCC(=O)N1C[C@H](C)[C@@H](OC)CN(C)C(=O)c2ccc(NC(=O)Nc3cccc(F)c3)cc2OC[C@@H]1C | -0.3
C[C@H]1CN([C@@H](C)CO)C(=O)c2cc(NC(=O)Cc3ccccc3)ccc2O[C@H]1CN(C)S(=O)(=O)c1ccc(Cl)cc1 | -10
O=C(c1ccc(F)cc1)N1CCCCN2[C@H](C1)[C@@H](c1ccc(/C=C/c3ccccc3)cc1)[C@@H]2CO | -0.3
CNC[C@@H]1Oc2cc(C#Cc3ccccc3)ccc2S(=O)(=O)N([C@@H](C)CO)C[C@H]1C | 1.3
CC(C)CC#Cc1ccc2c(c1)O[C@@H](CN(C)C(=O)c1cccc(F)c1)[C@H](C)CN([C@H](C)CO)S2(=O)=O | -0.1
C[C@@H]1CN([C@@H](C)CO)C(=O)c2cc(NC(=O)c3ccncc3)ccc2O[C@@H](C)CCCCO[C@@H]1CN(C)Cc1ccc(C(=O)O)cc1 | 0.0
C[C@@H]1CN([C@@H](C)CO)C(=O)c2cc(-c3cncnc3)cnc2O[C@@H]1CN(C)Cc1ccncc1 | -0.3
C/C=C/c1ccc2c(c1)O[C@H](CN(C)C(=O)NC1CCCC1)[C@@H](C)CN([C@@H](C)CO)S2(=O)=O | 0.6
COc1ccc(C#Cc2ccc([C@H]3[C@H]4CN(C(=O)Nc5ccccc5F)CCCCN4[C@H]3CO)cc2)cc1 | -0.6
O=C(C1CCCC1)N1CC[C@@H]2[C@@H](CO)Nc3ccc(-c4cccc(F)c4)cc3[C@@H]21 | -0.2
COc1ccc(S(=O)(=O)N(C)C[C@H]2Oc3ccc(NC(=O)NC4CCCCC4)cc3CC(=O)N([C@@H](C)CO)C[C@H]2C)cc1 | -0.3
COc1ccc(NC(=O)N(C)C[C@@H]2Oc3ccc(NC(=O)Nc4ccc(F)cc4)cc3CC(=O)N([C@@H](C)CO)C[C@@H]2C)cc1 | 0.6
Cc1noc(C)c1NC(=O)Nc1ccc2c(c1)C(=O)N([C@H](C)CO)C[C@H](C)[C@@H](CN(C)C(=O)Nc1ccccc1)OCCCC[C@H](C)O2 | -0.8
O=C(C1CCC1)N1CCCCN2[C@H](CO)[C@H](c3ccc(-c4cccc(F)c4)cc3)[C@H]2C1 | 1.2
COc1cccc(NC(=O)N[C@@H]2CC[C@@H](CC(=O)NCc3ccncn3)O[C@H]2CO)c1 | 0.5
COc1ccc(S(=O)(=O)Nc2cccc3c2O[C@@H](CN(C)C(=O)NC(C)C)[C@H](C)CN([C@H](C)CO)C3=O)cc1 | 2.9
C[C@H](CO)N1C[C@H](C)[C@H](CN(C)CC2CCCCC2)Oc2ccc(NC(=O)Nc3cccc4ccccc34)cc2C1=O | -2.6
O=C(Cc1ccncc1)N1CCCCN2[C@H](CO)[C@@H](c3ccc(C#CC4(O)CCCC4)cc3)[C@@H]2C1 | -0.8
C[C@@H]1CN([C@@H](C)CO)S(=O)(=O)c2ccc(C#Cc3ccccc3)cc2O[C@H]1CN(C)S(C)(=O)=O | -0.7
CO[C@@H](CN(C)S(=O)(=O)c1ccccc1)[C@@H](C)CN(C(=O)Nc1ccccc1F)[C@H](C)CO | 0.2
C[C@@H]1CN([C@@H](C)CO)C(=O)Cc2cc(NC(=O)CCN3CCOCC3)ccc2O[C@@H]1CN(C)C | -6.6
C[C@@H]1CN([C@@H](C)CO)C(=O)c2cc(NC(=O)Nc3ccccc3)ccc2O[C@@H](C)CCCCO[C@H]1CN(C)Cc1ccc2c(c1)OCO2 | -0.5
C[C@H]1CN([C@@H](C)CO)C(=O)c2cc(-c3cccc(C(=O)N(C)C)c3)cnc2O[C@H]1CN(C)C | 1.9
CC(C)NC(=O)N[C@@H]1CC[C@@H](CC(=O)N2CCCCC2)O[C@H]1CO | 0.0
CCC(=O)N1C[C@H]2[C@@H](c3ccccc31)[C@H](CO)N2Cc1ccccc1Cl | 0.5
CC(C)NC(=O)NC[C@H]1[C@@H](c2ccccc2)[C@@H](CO)N1C(=O)c1ccccc1 | -0.2
CCCN1C[C@H](C)[C@H](OC)CN(C)C(=O)c2ccc(NC(=O)CC(F)(F)F)cc2OC[C@@H]1C | 0.0
O[C@@H](Cc1ccccc1)[C@@H](/C=C/C1CC1)N(CC#Cc1ccccc1)Cc1ccccc1Br | -0.1
O=C(C[C@@H]1CC[C@@H](NC(=O)Nc2ccc(C(F)(F)F)cc2)[C@@H](CO)O1)NCc1cccc(F)c1 | 0.2
C[C@@H]1CN([C@@H](C)CO)C(=O)c2cc(NC(=O)NC3CCCCC3)ccc2O[C@H]1CN(C)C(=O)Nc1cccc2ccccc12 | 0.2

Next entries follow.
Compound | TcdB inh
CCN1[C@@H]2c3ccc(-c4ccc(F)cc4)c(=O)n3C[C@H]1[C@H](CO)[C@H]2C(=O)Nc1nccs1 | 0.1
COC(=O)C[C@@H]1C[C@H]2c3cc(NC(=O)Nc4ccccc4)ccc3O[C@H]2[C@H](CO)O1 | 1.3
N#C[C@H]1[C@H](c2ccc(-c3ccccc3F)cc2)[C@H](CO)N1C(=O)C1CC1 | -0.2
CCC(=O)N1CC2(CN(Cc3ccc(Cl)cc3)C2)c2c([nH]c3cc(OC)ccc23)[C@H]1CO | 2.9
C[C@@H]1CCCCO[C@H](CN(C)C(=O)Nc2ccc3c(c2)OCO3)[C@H](C)CN([C@H](C)CO)C(=O)c2cc(NS(=O)(=O)c3cccs3)ccc2O1 | -1.4
O=C(NCC[C@H]1CC[C@H](NC(=O)C2CC2)[C@@H](CO)O1)Nc1ccc(C(F)(F)F)cc1 | 1.2
O=C(NCC[C@H]1CC[C@@H](NS(=O)(=O)c2ccccc2)[C@@H](CO)O1)c1cc(Cl)cc(Cl)c1 | -0.4
C[C@H]1CN([C@@H](C)CO)S(=O)(=O)c2ccc(Br)cc2O[C@H]1CN(C)C(=O)CC1CC1 | 1.4
C[C@@H]1CN([C@H](C)CO)C(=O)c2cc(-c3ccncc3)cnc2O[C@@H]1CN(C)S(=O)(=O)c1ccccc1 | -0.4
N#Cc1cccc(-c2ccc([C@@H]3[C@H]4CN(C(=O)Nc5ccccc5)CCCCN4[C@H]3CO)cc2)c1 | 0.6
CCCNC(=O)Nc1ccc2c(c1)OC[C@H](C)N(CCC(F)(F)F)C[C@H](C)[C@@H](OC)CN(C)C2=O | 1.0
C[C@@H]1CCCCO[C@@H](CN(C)C(=O)NC2CCCCC2)[C@H](C)CN([C@H](C)CO)C(=O)c2cc(NC(=O)CCC(F)(F)F)ccc2O1 | -0.2
CN(C)CC(=O)N[C@H]1CC[C@H](CC(=O)O)O[C@H]1CO | -0.3
CC(=O)N(C)C[C@@H]1Oc2ncc(-c3ccc(F)cc3)cc2C(=O)N([C@H](C)CO)C[C@H]1C | 0.5
COCC(=O)N(C)C[C@H]1Oc2ncc(C#C[C@@H](C)O)cc2C(=O)N([C@@H](C)CO)C[C@H]1C | 1.9
CO[C@@H]1CN(C)C(=O)c2cc(NC(=O)CC(F)(F)F)ccc2OC[C@@H](C)N(S(=O)(=O)c2cn(C)cn2)C[C@H]1C | -0.4
C[C@@H]1CN([C@H](C)CO)C(=O)c2cc(/C=C/c3ccccc3)cnc2O[C@@H]1CN(C)C(=O)c1ccc2c(c1)OCO2 | 1.9
C[C@H]1CN([C@@H](C)CO)C(=O)c2cc(C#CC3(O)CCCC3)cnc2O[C@H]1CN(C)Cc1ccccn1 | 1.4
C[C@H]1CN([C@@H](C)CO)C(=O)c2cc(NC(=O)C3CCCCC3)ccc2O[C@@H]1CN(C)CC1CC1 | -1.7
C[C@@H]1CN([C@@H](C)CO)C(=O)c2cc(NC(=O)Cc3ccccc3)ccc2O[C@@H](C)CCCCO[C@@H]1CN(C)Cc1ccccc1 | 1.2
CO[C@@H]1CN(C)C(=O)c2cc(NS(=O)(=O)c3ccccc3)ccc2OC[C@H](C)N(Cc2ccccn2)C[C@H]1C | 0.0
C[C@@H]1CN([C@H](C)CO)C(=O)Cc2cc(NC(=O)NC3CCCCC3)ccc2O[C@H]1CN(C)C(=O)Nc1ccc(F)cc1 | -0.1
C[C@@H]1CN([C@H](C)CO)C(=O)c2cc(/C=C/c3ccccc3)cnc2O[C@H]1CN(C)S(=O)(=O)c1cn(C)cn1 | 0.5

Look-ups from the list:
In TcdB inh, CO[C@@H]1CN(C)C(=O)c2cc(NC(=O)CC(F)(F)F)ccc2OC[C@@H](C)N(S(=O)(=O)c2cn(C)cn2)C[C@H]1C has the entry -0.4
In TcdB inh, C[C@@H]1CN([C@H](C)CO)C(=O)Cc2cc(NC(=O)NC3CCCCC3)ccc2O[C@H]1CN(C)C(=O)Nc1ccc(F)cc1 has the entry -0.1
In TcdB inh, C[C@@H]1CCCCO[C@@H](CN(C)C(=O)NC2CCCCC2)[C@H](C)CN([C@H](C)CO)C(=O)c2cc(NC(=O)CCC(F)(F)F)ccc2O1 has the entry -0.2
In TcdB inh, CCCNC(=O)Nc1ccc2c(c1)OC[C@H](C)N(CCC(F)(F)F)C[C@H](C)[C@@H](OC)CN(C)C2=O has the entry 1.0

High-throughput results from PubChem BioAssay.
